tim10-1 inh: growth inhibitors of tim10-1 mutant yeast, primary screen, luminescence, uHTS. S. cerevisiae tim10-1 ts strain growth, BacTiter-Glo, 24 h. inhibition, % at 20 µM. 2.2% of 330,000 active. AID 463190, 2010;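 active means inhibition of at least 40%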;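 further: mutant grown at 25 °C; 0% = DMSO wells with yeast and 100% = wells holding no yeast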
TIM10 inh: growth inhibitors of isogenic TIM10 control yeast, primary screen, counter-screen for tim10-1 yeast inhibitor project, luminescence, uHTS; S. cerevisiae TIM10 strain growth, BacTiter-Glo luminescence, 24 h; inhibition, % at 10 µM; 1.4% of 330,000 active; AID 463195, 2010;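 active means inhibition of 40% or more at the single tested concentration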;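 further: wild-type TIM10 isogenic control strain grown at permissive 25 °C; 0% = DMSO yeast wells and 100% = minimal medium wells without yeast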
NALP3 yeast inh: NALP3 inflammasome inhibitors in reconstituted yeast, primary screen, luminescence, uHTS | 0.39% of 330,000 active | inhibition, % at 10 µM | Yeast reconstituted NLRP3/ASC/caspase-1, beta-gal luminescence, 24 h;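 active means inhibition of 50% or more; inactive means inhibition below 50%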;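 further: plate controls were induced DMSO wells for no effect and uninduced yeast grown without galactose for full effect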
mIAP inh: inhibitors of mouse IAP, primary screen, biochemical, luminescence, uHTS | intestinal alkaline phosphatase [Mus musculus] | purified mouse IAP, CDP-Star luminescence, 30 min | inhibition, % at 10 µM | 0.2% of 330,000 active;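 active means inhibition of at least 40% at 10 µM in the primary screen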;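 further: plate controls were DMSO with enzyme for no effect and no enzyme wells for full effect; values of inactives mirror those of a sister screen read the other way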
MIN6 prolif: inducers of MIN6 beta-cell proliferation, primary screen, ATP luminescence, uHTS; proliferation, % at 10 µM; 0.29% of 330,000 active; MIN6 cells proliferation, ATPlite luminescence, 48 h; cells starved in 0.2% serum; 100% = growth in 10% serum;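 active means compounds whose signal lies at least 3.5 SD above the mean of all wells on their plate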;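 further: 0% = DMSO-treated cells in low-serum medium and 100% = 10% serum control; some compounds called inactive have numbers as strong as hits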
mIAP activ: activators of mouse IAP, primary screen, biochemical, luminescence, uHTS; intestinal alkaline phosphatase [Mus musculus]; muIAP, CDP-Star luminescence, 30 min; stronger effect = higher value; 1 = vehicle-only enzyme signal, 0 = enzyme-free wells; activation factor at 10 µM; 0.24% of 330,000 active; AID 2805, 2010;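 active means activation factor of at least 2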; further: the source names both 10 and 20 µM as test concentration; values of inactives mirror those of a sister screen read the other way
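Assay system: mouse IAP enzyme; reagent: chemiluminescent substrate CDP-Star; dosing: test compounds delivered from DMSO solution; schedule: 30 min at room temperature; measured by: luminescence from enzymatic CDP-Star hydrolysis; controls: DMSO-only wells and no-enzyme negative control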
hIAP inh: human IAP inhibitors, primary screen, biochemical, luminescence, uHTS. Intestinal-type alkaline phosphatase (Homo sapiens), P09923. purified IAP, CDP-Star luminescence, 30 min. inhibition, % at 10 µM. 0.12% of 330,000 active. AID 2544, 2010;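 active means inhibition reaching a set limit with compound at 10 µM in the primary screen, cut at about 35% in these data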;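 further: plate controls were DMSO wells with enzyme for no effect and no-enzyme buffer wells for full effect; values of inactives mirror those of a sister screen read the other way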
Target sequence (P09923 whole entry, looked up): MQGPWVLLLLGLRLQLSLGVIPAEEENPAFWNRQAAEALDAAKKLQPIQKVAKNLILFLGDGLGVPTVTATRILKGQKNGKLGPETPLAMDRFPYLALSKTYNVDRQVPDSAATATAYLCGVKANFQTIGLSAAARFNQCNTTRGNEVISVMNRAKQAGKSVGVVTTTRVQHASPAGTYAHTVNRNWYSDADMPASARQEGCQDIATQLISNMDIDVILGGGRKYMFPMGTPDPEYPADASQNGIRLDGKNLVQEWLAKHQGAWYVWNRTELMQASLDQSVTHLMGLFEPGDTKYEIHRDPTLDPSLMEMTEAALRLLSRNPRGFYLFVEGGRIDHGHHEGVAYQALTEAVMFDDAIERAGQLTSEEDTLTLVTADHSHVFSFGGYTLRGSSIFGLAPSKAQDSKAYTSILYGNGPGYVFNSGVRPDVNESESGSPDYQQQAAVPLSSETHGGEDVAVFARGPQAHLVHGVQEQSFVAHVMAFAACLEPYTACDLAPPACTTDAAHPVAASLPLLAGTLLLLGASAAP
A3G deaminase: APOBEC3G DNA deaminase inhibitors, primary screen, biochemical, fluorescence, single-stranded DNA substrate, uHTS; DNA dC->dU-editing enzyme APOBEC-3G (Homo sapiens), Q9HC16; recombinant A3G, ssDNA deamination FAM/TAMRA fluorescence; inhibition, % at 20 µM; 0.28% of 330,000 active;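 active means inhibition of at least 40% at 20 µM, with no more than 30% in the related APOBEC3A deaminase screen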;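 further: plate controls were DMSO wells with A3G for no effect and wells lacking A3G enzyme for full effect; some compounds called inactive have numbers as strong as hits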
Target sequence (Q9HC16 whole entry, looked up): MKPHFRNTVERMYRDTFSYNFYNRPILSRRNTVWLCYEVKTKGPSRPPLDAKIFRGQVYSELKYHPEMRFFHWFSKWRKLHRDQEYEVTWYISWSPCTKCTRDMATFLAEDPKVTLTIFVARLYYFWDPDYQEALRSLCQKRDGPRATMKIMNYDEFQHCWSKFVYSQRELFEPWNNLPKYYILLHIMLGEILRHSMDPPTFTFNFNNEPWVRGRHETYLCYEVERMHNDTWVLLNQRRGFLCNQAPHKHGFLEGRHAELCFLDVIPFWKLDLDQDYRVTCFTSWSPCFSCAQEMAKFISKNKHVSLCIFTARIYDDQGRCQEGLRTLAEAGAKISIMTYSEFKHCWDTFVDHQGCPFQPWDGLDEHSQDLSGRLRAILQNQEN
APOBEC3A inh: APOBEC3A ssDNA deaminase inhibitors, primary screen, selectivity assay for APOBEC3G inhibitor project, biochemical, FAM/TAMRA oligo cleavage fluorescence | inhibition, % at 20 µM | 0.41% of 330,000 active | AID 493011, 2011 | recombinant A3A, FAM/TAMRA ssDNA deamination fluorescence;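 active means at least 40% inhibition at 20 µM here, with at most 30% in a related deaminase screen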;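 further: plate controls were A3A with DMSO for no effect and wells lacking A3A enzyme for full effect; some results filed as inactive read as strong as hits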
Target sequence (P31941 whole entry, looked up): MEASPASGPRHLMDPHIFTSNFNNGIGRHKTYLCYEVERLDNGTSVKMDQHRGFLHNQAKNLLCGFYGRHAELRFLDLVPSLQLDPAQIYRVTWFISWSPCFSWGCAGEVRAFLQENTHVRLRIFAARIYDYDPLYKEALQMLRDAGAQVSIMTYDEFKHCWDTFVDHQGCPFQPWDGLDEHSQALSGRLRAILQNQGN
An asterisk follows results filed as active; . = no result given.

SMILES | tim10-1 inh | TIM10 inh | NALP3 yeast inh | mIAP inh | MIN6 prolif | mIAP activ | hIAP inh | A3G deaminase | APOBEC3A inh
CCOc1c2ccc(C(=O)N[C@H](C)C3CCCCC3)cc2nn1CC | 8 | -6 | 0 | 1 | -2 | 0.99 | 14 | -11 | 1
Nc1c(Cl)cc(Cl)cc1C(=O)OCC(=O)N1CCOCC1 | 3 | 8 | 27 | 4 | -2 | 0.96 | -20 | -10 | -1
CC(=O)c1ccc(OCCCC(=O)NCCc2ccccc2)cc1 | -7 | -6 | 14 | -1 | 1 | 1 | 24 | -2 | 13
CSc1nccc(-c2nn(-c3ccc(C)cc3)ccc2=O)n1 | 25 | 31 | 10 | -7 | -2 | 1.1 | -11 | -3 | 0
CC[C@]1(C(=O)OC)[C@H]2C(=O)N(Cc3ccccc3)C(=O)[C@H]2[C@H]2CN=C(SCC3CC3)N21 | 21 | 1 | . | -8 | . | 1.1 | . | 11 | 38
CC(=O)N1CCN(C(=O)c2cc(-c3ccc(C)o3)nc3ccccc23)CC1 | 4 | -8 | 25 | 1 | -5 | 0.99 | 11 | -4 | -1
Cc1ccc(Cn2cc(CCC(=O)O)c3ccccc32)cc1 | -1 | 5 | 28 | 3 | -2 | 0.97 | 3 | -4 | 3
CCc1ccc(C)c(OC(=O)c2cncc(Br)c2)c1 | -15 | -15 | 13 | -4 | -1 | 1 | -2 | -5 | -6
COC(=O)c1ccc(N2C(=O)CC(Sc3n[nH]c(C)n3)C2=O)cc1 (stereo not given) | 36 | 13 | 10 | 9 | -4 | 0.91 | -18 | 10 | -1
Cc1ccc(NS(=O)(=O)c2ccccc2[N+](=O)[O-])cc1S(=O)(=O)N1CCCCC1 | 18 | 15 | 14 | 7 | 1 | 0.93 | 1 | -4 | -5
NC(=O)CC1C(=O)N(c2ccc(Cl)cc2)C(=S)N1NC(=O)c1cccc(F)c1 (stereo not given) | 8 | -8 | 3 | -4 | 1 | 1 | -3 | 1 | -4
CC1CC(Nc2ccccc2N)=CC(=O)O1 (stereo not given) | -10 | -11 | -18 | -3 | 1 | 1 | 2 | -5 | -3
N#Cc1cccc(NS(=O)(=O)c2ccccc2Cl)c1 | 5 | 2 | 6 | 0 | -3 | 1 | 1 | -4 | 0
CCOc1ccccc1C1C(C#N)=C(N)Oc2cc(C)n(Cc3ccccn3)c(=O)c21 (stereo not given) | 3 | -5 | 0 | 6 | -2 | 0.94 | 6 | -6 | -2
CCOC(=O)c1cccc(NC(=O)c2ccc(NC(=O)C3CCCO3)cc2)c1 (stereo not given) | 2 | 8 | 5 | 2 | -1 | 0.97 | -3 | -2 | 1
CCN(CC)CCn1c2c(c(SCC(=O)Nc3ccc(F)c(F)c3)nc1=O)CCC2 | -5 | -7 | 3 | -14 | 4 | 1.1 | 3 | -5 | -2
O=c1[nH][nH]c(-c2ccccc2)c1C=Nc1ccccc1Cl | 31 | 33 | 5 | 2 | 1 | 0.98 | -19 | 4 | -2
COc1cc(/C=N\NC(=O)c2ccc(-c3ccccc3)cc2)cc(Br)c1O | -4 | -22 | 14 | 5 | -3 | 0.95 | -21 | -5 | -1
CC(=O)c1ccc(S(=O)(=O)NCCC(=O)OCC(=O)N(Cc2ccccc2)C(C)(C)C)cc1 | 26 | 6 | 2 | -9 | 2 | 1.1 | 3 | -6 | -1
Cc1ccc(NC(=O)CSc2nc(=O)n(CCN3CCOCC3)c3c2CCCC3)cc1 | -20 | -7 | 6 | 2 | 3 | 0.98 | 13 | -5 | -3
COC(=O)c1cc(OC)c(OC)cc1NC(=O)CC1CCCCC1 | -27 | 8 | 2 | -8 | -2 | 1.1 | -26 | -2 | -5
Cc1cccc(NS(=O)(=O)c2cccs2)c1 | 9 | 8 | 10 | 2 | -3 | 0.98 | 22 | -8 | -2
CS(=O)(=O)c1ccc(-n2c(=O)n(Cc3ccccc3)c(=O)c3[nH]cnc32)cc1 | 0 | -1 | 13 | 4 | -3 | 0.96 | 0 | -6 | -1
N#Cc1c(-c2cccnc2)c2c([nH]c1=S)CCCC2 | 0 | 7 | 15 | -3 | -3 | 1 | -5 | 50* | -1
Cc1cccc(NC(=S)Nc2cccc3ccccc23)c1 | 45* | 32 | 18 | 0 | -8 | 1 | 2 | 5 | -2

By substructure: the compounds so far with an aryl methoxy group
SMILES | tim10-1 inh | TIM10 inh | NALP3 yeast inh | mIAP inh | MIN6 prolif | mIAP activ | hIAP inh | A3G deaminase | APOBEC3A inh
COc1cc(/C=N\NC(=O)c2ccc(-c3ccccc3)cc2)cc(Br)c1O | -4 | -22 | 14 | 5 | -3 | 0.95 | -21 | -5 | -1
COC(=O)c1cc(OC)c(OC)cc1NC(=O)CC1CCCCC1 | -27 | 8 | 2 | -8 | -2 | 1.1 | -26 | -2 | -5

Following part:
SMILES | tim10-1 inh | TIM10 inh | NALP3 yeast inh | mIAP inh | MIN6 prolif | mIAP activ | hIAP inh | A3G deaminase | APOBEC3A inh
CCc1nnc(NC(=O)c2cc(S(=O)(=O)N(CC)CC)ccc2Cl)s1 | 9 | -1 | 5 | 10 | -1 | 0.91 | 0 | -1 | 1
O=C(NCCNc1ccc2ccccc2c1)c1cccn2c(=O)c3sccc3nc12 | -13 | -20 | 29 | 6 | 1 | 0.94 | 1 | -5 | 0
O=C(O)CC1(CC(=O)Nc2ccc(Oc3cccc(C(F)(F)F)c3)nc2)CCCC1 | -4 | 15 | 14 | 7 | -1 | 0.93 | 2 | -6 | 0
COc1ccc(NC(=O)c2ccco2)cc1NC(=O)c1c(OC)cccc1OC | -1 | 13 | -2 | 0 | 0 | 1 | -4 | -11 | -3
CC(=O)c1c(C)[nH]c(C(=O)COC(=O)c2nccnc2N)c1C | -8 | 3 | -2 | -11 | 0 | 1.1 | -8 | -8 | -2
Cc1ccc(CN2CCNC(=O)C2CC(=O)NCc2cc(C)n(C)n2)cc1 (stereo not given) | 9 | 6 | 3 | 4 | 3 | 0.95 | 7 | -1 | -1
CCOc1ccc(-c2cccc(NS(=O)(=O)c3ccc([N+](=O)[O-])cc3)c2)nn1 | 20 | 14 | 15 | 6 | 1 | 0.94 | 0 | -6 | -3
CS(=O)(=O)N(CC(=O)NCc1cccnc1)C1CCCCC1 | 9 | 9 | -8 | 8 | -3 | 0.93 | 6 | -5 | 2
NCCCCCNC(=O)c1[nH]cnc1C(=O)N[C@@H](Cc1ccccc1)C(=O)OCc1ccccc1 | 12 | -2 | 12 | 18 | -2 | 0.82 | -14 | -5 | -4
COc1ccc(OCC(=O)N/N=C2/C=C(C)CC2)cc1 | -35 | -5 | 7 | 2 | 0 | 0.98 | 2 | -4 | -3
O=C1c2cccnc2C(=O)N1c1ccccc1-c1ccccc1 | 25 | 23 | 10 | 2 | -3 | 0.98 | -36 | -5 | -4
Cc1cccc(/C=N/NC(=O)CC(=O)NCCc2ccccc2)c1 | -9 | -2 | 7 | 1 | -2 | 0.99 | -26 | -5 | 0
Cc1ccc(NC(=O)CC(C)N2CCCC2)cc1 (stereo not given) | 7 | 2 | 21 | -7 | -1 | 1.1 | 6 | 0 | 0
Cc1ccc2cccc(NC3OC(=O)c4ccccc43)c2n1 (stereo not given) | 15 | -1 | 14 | 10 | 3 | 0.9 | -3 | -1 | 1
CC(C)OCCCNc1nc2c(c(=O)n(Cc3ccccc3F)c(=O)n2C)n1C | 18 | 16 | 7 | 2 | -4 | 0.98 | -5 | -7 | -3
Cc1cc(C(=O)COC(=O)C2=COCCO2)c(C)n1-c1ccc2c(c1)OCO2 | 9 | 10 | 3 | 6 | -4 | 0.94 | 1 | -6 | -2
COc1cc2nc(CN(C)Cc3ccc(F)cc3)[nH]c(=O)c2cc1OC | 22 | 5 | 1 | -13 | -4 | 1.1 | -30 | -4 | -7
S=c1[nH]nc(-c2ccco2)n1/N=C/c1ccccc1Cl | 16 | 1 | -5 | 4 | -2 | 0.96 | 14 | 45* | -5
COc1cccc(C(=O)Nc2cc(C)on2)c1OC | 13 | 4 | 14 | 1 | 0 | 0.99 | 5 | -4 | -1
COc1ccc(CCN(C)Cc2ccc(OC)c(OCc3ccccc3)c2)cc1OC | 16 | 7 | 21 | 2 | -3 | 0.98 | 20 | -8 | 1
Cc1ccc(NC(=S)NNC(=O)c2c(Cl)c(C)nn2C)cc1 | 15 | 30 | 17 | 13 | 2 | 0.87 | -55 | -11 | -4
CC(=O)N1c2ccc(S(=O)(=O)NC(CC(=O)O)c3ccc(Br)cc3)cc2CC1C (stereo not given) | 20 | -2 | 2 | 4 | 3 | 0.96 | -14 | -6 | -5
Cc1ccc(-n2nnc3c(=O)n(CC(=O)NCc4ccccc4)cnc32)cc1 | -5 | -31 | 5 | 3 | -1 | 0.97 | -2 | 16 | 15
O=C(O)/C=C/C(=O)NC1CCCCCCCCCCC1 | -9 | -8 | 21 | -1 | -2 | 1 | 9 | 3 | 5
Cc1ccsc1/C=N/NC(=O)Cn1cnc2ccccc21 | -3 | -9 | 6 | 14 | -2 | 0.86 | -6 | 2 | 3

Additional structures
SMILES | tim10-1 inh | TIM10 inh | NALP3 yeast inh | mIAP inh | MIN6 prolif | mIAP activ | hIAP inh | A3G deaminase | APOBEC3A inh
Cn1cnnc1SCCCN1C(=O)c2cccc3cccc(c23)C1=O | 8 | -7 | -9 | -9 | 1 | 1.1 | 9 | -8 | -19
Cc1oc(-c2ccccc2F)nc1CS(=O)CC(=O)NCc1ccc2c(c1)OCO2 (stereo not given) | 20 | 0 | -4 | 13 | 2 | 0.87 | 17 | 0 | -1
Cc1cc(C)cc(NC(=O)CN2C(=O)C3CC=CCC3C2=O)c1 (stereo not given) | 0 | 1 | 18 | 0 | 5 | 1 | -7 | -6 | 1
O=C(CN1CCCC1)Nc1ccc(F)cc1 | -8 | -13 | -26 | 8 | 1 | 0.92 | 1 | -6 | -2
Cc1cc(C)c(S(=O)(=O)c2ccc(C(C)(C)C)cc2)c(Cl)n1 | 35 | 1 | 32 | 6 | -5 | 0.94 | 13 | 1 | 4
C=CCN1C(=O)C(C)(C)N(C(C)=O)c2ccccc21 | 6 | 6 | -7 | 5 | 0 | 0.95 | 2 | -7 | -5
Cc1cccc(NC(=S)N(CCN(C)C)C(C)c2ccco2)c1 (stereo not given) | 3 | -13 | 8 | -4 | -2 | 1 | -6 | -6 | 5
CCCC(C)C(=O)Nc1ccc(S(=O)(=O)Nc2nccs2)cc1 (stereo not given) | 2 | 5 | 8 | 3 | -2 | 0.97 | 0 | -7 | -3
Cc1ccc(NC(=O)COCC(=O)Nc2ccc(F)cc2)cc1 | 7 | 8 | 17 | -3 | -2 | 1 | -1 | -9 | -7
Cc1cc(N2CCOCC2)ccc1/C=C1/SC(=O)NC1=O | 22 | 9 | 4 | 1 | -3 | 0.99 | -12 | -2 | 1
O=C(O)c1cn(Cc2ccccn2)c(=O)c2ccccc12 | 1 | 0 | 5 | 1 | -2 | 0.99 | 1 | -6 | -4

Two compounds from above, limited to TIM10 inh:
compound	TIM10 inh
Cc1cccc(NC(=S)N(CCN(C)C)C(C)c2ccco2)c1 (stereo not given)	-13
CCCC(C)C(=O)Nc1ccc(S(=O)(=O)Nc2nccs2)cc1 (stereo not given)	5
